HTR5A ag ctr = counter-screen for OPRM1-OPRD1 agonists: human HTR5A agonism; P47898; HTR5A agonist assay, luminescence, cell-based; activation, % at 9.3 µM; 340,000 compounds, 0.61% hits; AID 504692; in the data active means activation mostly above about 9.5%, no sharp cut-off; inactive means mostly below about 7.6%;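 further: 0% = cells with vehicle only and 100% = reference agonist; strong numbers were not always called active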
Target sequence (P47898 whole entry, looked up): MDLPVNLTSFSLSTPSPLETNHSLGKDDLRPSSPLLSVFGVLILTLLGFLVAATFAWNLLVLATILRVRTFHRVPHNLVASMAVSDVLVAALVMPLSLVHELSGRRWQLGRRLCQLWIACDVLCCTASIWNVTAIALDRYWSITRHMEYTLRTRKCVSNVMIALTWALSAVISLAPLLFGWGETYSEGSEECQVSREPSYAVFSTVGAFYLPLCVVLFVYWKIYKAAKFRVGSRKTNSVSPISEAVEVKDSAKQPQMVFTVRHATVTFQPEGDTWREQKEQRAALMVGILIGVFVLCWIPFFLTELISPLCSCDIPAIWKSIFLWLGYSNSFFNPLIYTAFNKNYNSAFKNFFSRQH
V-ATPase pHluor = regulators of yeast V-ATPase proton transport | AID 504577 | 350,000 compounds, 0.37% hits | S. cerevisiae, pHLuorin cytosolic pH fluorescence | response, % at 10 µM; in the data active means response mostly above about 7.3%, no sharp cut-off; inactive means mostly below about 5.4%; further: actives read high; inactives centre near 0; some compounds called inactive have numbers as strong as hits; reference of the scale not given here
OPRM1-OPRD1 inv = inverse agonists of human mu-delta opioid receptor heterodimerization. inhibition, % at 9.3 µM. cell-based MOR-DOR heterodimer luminescence, inverse agonism. 340,000 compounds, 0.21% hits; in the data active means inhibition above about 22%, passing the limit was not always enough;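 further: 0% = cells with DMSO and 100% = wells without cells with DMSO; values of inactives mirror those of a sister screen read the other way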
Cardiac RTF inh = cardiac RTF calcium desensitization. inhibition, % at 7.15 µM. 340,000 compounds, 0.12% hits. IANBD-labeled cardiac RTF, Ca2+ fluorescence. AID 493244;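 active means inhibition above the mean inhibition of all tested compounds plus 3 SD, cut at about 17% in these data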;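 further: assay run at fixed EC70 calcium of 1.6 mM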
LANA DNA inh = blocks KSHV LANA C-terminal domain binding to DNA; inhibition, % at 9 µM; 340,000 compounds, 0.078% hits; MBP-C-LANA/FAM-LBS DNA binding, fluorescence polarization;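 active means highest replicate inhibition at or above 60% at 9 µM, even if other replicates fall short; inactive means all replicates below 60% inhibition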;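 further: 0% = neutral control wells and 100% = 4 µM acridine orange control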
MOR-DOR ag = agonists of human mu-delta opioid receptor heterodimerization; AID 504326; P35372+P41143; 340,000 compounds, 0.3% hits; activation, % at 9.3 µM; cells, OPRM1-OPRD1 heterodimerization, luminescence; in the data active means activation above about 18%;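 further: 0% = vehicle-treated cells and 100% = reference agonist; values of inactives mirror those of a sister screen read the other way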
HTR5A inv ag = inverse agonist of human HTR5A in OPRM1-OPRD1 counter-screen. HTR5A cell line, luminescence, inverse agonism. inhibition, % at 9.3 µM. 340,000 compounds, 0.083% hits. P47898. AID 504634; in the data active means inhibition mostly above about 23%, no sharp cut-off; inactive means mostly below about 18%;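 further: 0% = cells with DMSO and 100% = no-cell wells with DMSO; some compounds called inactive have numbers as strong as hits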
CAL PDZ FP = CAL PDZ (human) peptide binding inhibition; 300,000 compounds, 0.92% hits; Q9HD26; inhibition, % at 24.9 µM; purified CAL PDZ, TMR-peptide fluorescence polarization, 1 h; AID 602252;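 active means mean inhibition of at least 30% with at least half of replicates also reaching 30%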;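 further: 0% = DMSO neutral control and 100% = excess unlabeled competitor peptide PRC23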
Keap1 Nrf2 FP = inhibitors of human Keap1-Nrf2 protein-protein interaction; Q14145; 340,000 compounds, 0.15% hits; inhibition, % at 9.4 µM; Keap1 Kelch-Nrf2 peptide fluorescence polarization, 1536-well; AID 504523; in the data active means inhibition above about 12%;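 further: human Keap1 Kelch domain with fluorescein labeled Nrf2 9mer peptide probe; 0% = neutral control wells and 100% = peptide positive control; higher means more block of Keap1 binding to Nrf2 peptide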
Target sequence (Q14145 whole entry, looked up, the tested form may be a part): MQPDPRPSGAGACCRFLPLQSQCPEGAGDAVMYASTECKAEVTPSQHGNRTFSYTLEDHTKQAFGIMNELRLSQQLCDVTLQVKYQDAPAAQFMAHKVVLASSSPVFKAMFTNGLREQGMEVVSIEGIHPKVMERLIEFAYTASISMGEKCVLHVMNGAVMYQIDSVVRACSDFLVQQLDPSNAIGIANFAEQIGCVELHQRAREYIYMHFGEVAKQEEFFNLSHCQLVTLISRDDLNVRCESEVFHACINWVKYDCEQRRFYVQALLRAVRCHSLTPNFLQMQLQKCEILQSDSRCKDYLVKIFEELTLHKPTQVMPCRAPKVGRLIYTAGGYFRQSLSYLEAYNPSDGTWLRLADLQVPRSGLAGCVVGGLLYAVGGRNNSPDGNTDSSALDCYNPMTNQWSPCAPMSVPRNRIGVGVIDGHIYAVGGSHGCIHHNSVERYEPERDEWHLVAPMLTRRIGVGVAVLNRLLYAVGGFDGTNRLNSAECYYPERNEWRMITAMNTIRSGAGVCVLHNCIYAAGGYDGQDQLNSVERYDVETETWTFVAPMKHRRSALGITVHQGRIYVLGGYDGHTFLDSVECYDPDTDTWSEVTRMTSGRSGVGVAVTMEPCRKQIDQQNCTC
RTF Ca sens act = increases calcium sensitivity of human cardiac regulated thin filaments. IANBD-labeled TnC RTF fluorescence at EC20 calcium; 0% EC20 calcium, 100% full calcium. activation, % at 7.2 µM. 340,000 compounds, 0.24% hits;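 active means activation above the mean over all tested compounds plus 3 SD, cut at about 30% in these data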;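 further: rise in fluorescence read as greater calcium sensitivity of cardiac thin filaments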
* marks the source's active call; other numbers are inactive results; . = not tested or not shown. No enrichment for hits; about 2.8% have a hit in one of these screens.

SMILES | HTR5A ag ctr | V-ATPase pHluor | OPRM1-OPRD1 inv | Cardiac RTF inh | LANA DNA inh | MOR-DOR ag | HTR5A inv ag | CAL PDZ FP | Keap1 Nrf2 FP | RTF Ca sens act
O=C(COc1coc(CN2CCN(c3ccccc3F)CC2)cc1=O)NC1CCCC1 | 2 | -5 | 7 | -6 | 0.0 | -1.1 | 3 | . | 2 | -5
CCOC(=O)c1csc(NC(=O)COc2ccc(Cl)cc2Cl)n1 | 1 | 0 | -12 | -1 | -5.0 | 2.2 | -4 | 1 | -2 | -4
CSc1cccc(N2CC(C(=O)NCCC3=CCCCC3)CC2=O)c1 (configuration not stated) | 0 | -3 | 12 | -16 | -1.7 | -1.9 | -7 | -5 | 0 | -8
CN(C)c1ccc(C=C2C(=O)OC3(CCCC3)OC2=O)cc1 | 2 | 0 | 15 | -1 | 0.1 | -3.0 | 5 | -5 | -4 | -4
CCOC(=O)N1CCN(C(=O)COc2ccc(Cl)c(C)c2)CC1 | 3 | -2 | 8 | 1 | 0.5 | -1.4 | -7 | -4 | -4 | 4
CCC(=O)c1ccc(OCC(=O)Nc2ccccc2C(=O)NC2CC2)cc1 | 8 | -2 | 8 | -5 | -0.7 | -2.0 | -24 | -5 | 4 | -3
NC(=O)c1ccccc1NC(=O)COC(=O)C1(c2ccccc2)CC1 | -6 | 5 | -28 | -4 | -1.5 | 4.2 | 15 | 0 | -2 | -3
COc1ccc(-c2noc(C(=O)NCc3ccccc3Cl)n2)cc1OC | 1 | -2 | -10 | 7 | 1.3 | 1.3 | 1 | 2 | -7 | 4
O=C(NNC(=O)c1sccc1-n1cccc1)c1ccc(Cl)cc1 | 0 | 7 | 10 | -5 | 2.4 | -2.3 | 5 | -3 | -4 | -4
O=C(c1cccc(C(F)(F)F)c1)N1CCc2c([nH]c3ccccc23)C1C(F)(F)F (configuration not stated) | 13 | -6 | -49 | 5 | . | 9.9 | -33 | -2 | 6 | 6

Copied from the list:
Under HTR5A inv ag, `CCOC(=O)N1CCN(C(=O)COc2ccc(Cl)c(C)c2)CC1` is listed with -7
Under CAL PDZ FP, `CCOC(=O)c1csc(NC(=O)COc2ccc(Cl)cc2Cl)n1` is listed with 1

More results follow.
SMILES | HTR5A ag ctr | V-ATPase pHluor | OPRM1-OPRD1 inv | Cardiac RTF inh | LANA DNA inh | MOR-DOR ag | HTR5A inv ag | CAL PDZ FP | Keap1 Nrf2 FP | RTF Ca sens act
CCCCOc1ccc(C(=O)Nc2ccc(CN3CCOCC3)cc2)cc1 | 3 | -5 | 5 | 5 | -0.5 | -0.9 | -7 | -1 | -2 | 0
CNC(=O)COC(=O)c1ccc([N+](=O)[O-])cc1Cl | 3 | 4 | -5 | 3 | 1.2 | 1.1 | 0 | -2 | -4 | 4
Cc1cccc(C)c1OCCCn1ccnc1 | -3 | 4 | 14 | -1 | -0.7 | -2.9 | 12 | -3 | -7 | 1
Cc1nnc(SC(C)C(=O)Nc2ccc(Cl)cc2Cl)[nH]c1=O (configuration not stated) | 2 | 0 | 7 | -4 | -0.1 | -1.7 | -6 | 2 | 0 | -6
CCCN1CCN(C(=O)c2ccc(Sc3ccc(C)cc3)c(NC(C)=O)c2)CC1 | -2 | -1 | 7 | -10 | -1.1 | -1.3 | 2 | -5 | -1 | -3
CCc1ccc(-c2cc(C)no2)cc1S(=O)(=O)N1CCN(c2cccc(C)c2C)CC1 | -1 | 1 | 2 | -6 | -0.2 | -0.4 | 4 | . | 2 | -2
COC(=O)CN1C(=O)C(O)(CC(=O)c2ccccc2)c2ccccc21 (configuration not stated) | -8 | -4 | 20 | -7 | 3.3 | -4.0 | 19 | -1 | 2 | -1
[O-][n+]1nc2ccccc2c2ccccc21 | 3 | -3 | -1 | -13 | 1.6 | 0.2 | -12 | -1 | -6 | 0
Cc1cccc(NC(=S)NC2CC3CCC(C2)N3Cc2ccco2)c1 (configuration not stated) | -2 | 2 | 1 | -9 | 0.2 | -0.2 | 6 | -3 | 0 | 5
Cc1ccc(NC(=O)CCN2C(=O)C3C4CCC(C4)C3C2=O)cc1[N+](=O)[O-] (configuration not stated) | 2 | 2 | -1 | 1 | 0.5 | 0.1 | -16 | -2 | 3 | -7
C=CCO/N=C(/C)c1ccc(Oc2cnccn2)cc1 | 3 | 0 | 13 | -42 | -0.4 | -2.5 | 4 | -2 | 3 | -1
COc1cc(OC)cc(C(=O)N2CCN=C2SCc2cccnc2)c1 | 3 | -2 | 8 | -4 | -0.2 | -1.6 | -9 | -6 | 0 | 2
COc1cccc(N=NC2C(=O)N(C(N)=S)N=C2C)c1 (configuration not stated) | 2 | 7 | 1 | -8 | -2.9 | -0.2 | -36 | -3 | -3 | 8
COc1ccccc1N(Cc1ccccc1)S(=O)(=O)c1cccc(C(=O)N2CCCCC2)c1 | -2 | 2 | -4 | -4 | -3.9 | 0.9 | 5 | -2 | -5 | -1
C=C(CCO)C1=CCN(S(=O)(=O)C(C)(C)C)[C@H]1CCO | -4 | -2 | 13 | -2 | -0.3 | -2.7 | 13 | -2 | -10 | -7
COc1ccccc1OCc1nc(C#N)c(NCc2ccco2)o1 | 4 | 3 | -1 | -16 | -0.9 | 0.2 | -1 | -1 | -2 | -6
CCOC(=O)c1ccc(NC(=O)CNS(=O)(=O)c2ccccc2)cc1 | -4 | 1 | 0 | -8 | -0.6 | 0.0 | 6 | -5 | 5 | 3
COc1ccccc1CNC(=O)CSc1ccc(-c2ccncc2)nn1 | 8 | 5 | -3 | -3 | 0.6 | 0.6 | 13 | -1 | -3 | 0
Cc1ccc(NC(=O)c2c(C)noc2C)cc1 | -7 | -1 | 18 | 4 | -1.9 | -3.7 | 17 | -3 | -4 | -5
COc1cc(OC)c(OC)cc1/C=N/n1c(C)nc2ccccc2c1=O | -1 | 14* | -2 | -5 | -2.7 | 0.4 | 3 | 1 | 0 | 7
O=C(/C=C/c1c(Cl)nc2ccccn12)N1CCN(c2ccccc2F)CC1 | -2 | -2 | 4 | -3 | 3.0 | -0.6 | 4 | 4 | 2 | -2
O=[n+]1c2c(n([O-])c3c1CCCC3)CCCCC2 | 1 | 5 | 12 | -8 | 0.1 | -2.8 | -3 | -4 | 5 | -3
CCCCNC(=O)C1CCC(CNS(=O)(=O)c2c(C)cc(C)cc2C)CC1 (configuration not stated) | 1 | 1 | 12 | -11 | 2.5 | -2.7 | -5 | -5 | -1 | 2
CN(C)c1ccc(N2C(=NC(=O)c3ccccc3)SC3CS(=O)(=O)CC32)cc1 (configuration not stated) | -5 | 0 | 14 | 2 | 2.2 | -2.6 | -6 | 10 | -1 | -1
O=S(=O)(c1ccc(F)cc1)N1CC2CCCN2c2ccc(C(F)(F)F)cc21 (configuration not stated) | 2 | 0 | -6 | 3 | -1.2 | 1.0 | -11 | 1 | -8 | 5
CC(=O)c1sc(NC(=O)C2CC(=O)N(Cc3ccccc3)C2)nc1-c1ccccc1 (configuration not stated) | 1 | 1 | 16 | 3 | . | -3.0 | -2 | -3 | . | -10
Cc1ccc(Cn2c(SCC(=O)NCc3ccco3)nc3ccsc3c2=O)cc1 | -2 | 1 | 12 | -3 | 1.0 | -2.3 | -6 | . | -3 | -3
O=c1c(-c2cccc([N+](=O)[O-])c2)[n+]([O-])c2ccccc2n1O | 3 | -2 | 14 | -4 | -3.2 | -2.7 | -25 | 7 | 6 | -4
O=C(NCc1cc(C(F)(F)F)ccc1Cl)c1cccc2c1C(=O)c1ccc(N3CCC(Cc4ccccc4)CC3)cc1S2(=O)=O | -1 | 2 | 17 | -3 | 2.9 | -3.6 | 7 | -5 | -4 | 9
COc1ccc(-n2c(=O)c3ccccc3n(CC(=O)Nc3cc(C)on3)c2=O)cc1OC | 1 | 2 | 11 | -1 | 0.5 | -2.7 | -28 | . | 0 | -1
O=C(COC(=O)c1ccc(O)cc1)Nc1ccc2c(c1)OCCO2 | 1 | -2 | 6 | 3 | 2.6 | -1.1 | -3 | -3 | -3 | 30*
S=c1[nH]nc(COc2ccc(Cl)cc2)o1 | -2 | -1 | 13 | -5 | 0.5 | -2.8 | 6 | -6 | 0 | -1
CC(C)c1cccc(C(C)C)c1NC(=O)COC(=O)[C@H](C)NC(N)=O | -3 | -3 | 22 | -9 | -0.8 | -4.6 | 7 | -2 | 2 | -4
CCOC(=O)c1c(NC(=O)Cn2nc(C(F)F)cc2C(F)F)sc(C)c1C | -3 | 3 | -13 | 2 | 0.1 | 2.1 | -15 | -3 | 0 | -4
CCn1c(C)nc2c1C(=O)c1ccccc1C2=O | 4 | -7 | -23 | -1 | -1.0 | 3.8 | -6 | -1 | -3 | 4
COc1ccc(S(=O)(=O)NC2CC3CCC2C3)cc1Br (configuration not stated) | 1 | 1 | -8 | 4 | 1.7 | 1.6 | -3 | 1 | 1 | -1
O=C(c1cnc2ccc(Cl)cc2c1Cl)N1CCOCC1 | 8 | 9 | 9 | -1 | 0.3 | -1.7 | -23 | . | -3 | 0
Cc1cccc(/C=N/NC(=O)C2CCCNC2=O)c1 (configuration not stated) | 5 | -2 | 11 | 3 | 0.9 | -2.3 | -2 | -2 | 3 | -4
O=C1[C@H]2C(c3ccccc3)=NN(c3ccccc3)[C@H]2C(=O)N1c1ccccc1 | 6 | 2 | -16 | -9 | 0.4 | 3.1 | 3 | . | -2 | 4
Cc1cc(=O)n2nc(N3CCCC3C(=O)Nc3ccccc3C)sc2n1 (configuration not stated) | 8 | -4 | 10 | -2 | 0.7 | -1.6 | -24 | . | -4 | 6
Cc1ccc(S(=O)(=O)N2CCCC2CNC(=O)c2ccc3c(c2)OCO3)cc1 (configuration not stated) | 6 | -3 | 10 | -10 | -0.9 | -1.6 | -17 | -5 | -4 | 1
O=C(CSCc1c(F)cccc1Cl)NCc1ccco1 | 5 | 0 | 16 | -1 | 2.2 | -3.5 | -6 | -2 | -2 | 3
CCc1nc(SCC(=O)Nc2nccs2)c2oc3ccccc3c2n1 | -4 | 10* | -9 | 2 | 2.7 | 1.8 | 11 | -4 | -6 | -6
O=C(c1cccs1)N1N=C(c2ccc(O)cc2)CC1c1ccccc1 (configuration not stated) | 10 | 0 | -2 | -1 | 2.5 | 0.4 | -25 | -1 | 1 | 3
Cn1c(=O)[nH]c(=O)c2c1nc(N1CCCCC1)n2CCSc1nc2ccccc2o1 | -4 | 0 | 19 | 2 | 0.5 | -3.4 | -30 | . | 1 | -2
CCOc1ccc(C(C(=O)NC2CCCCC2)N(CCOC)C(=O)c2snc(C(N)=O)c2N)cc1 (configuration not stated) | -6 | -1 | 19 | -2 | 1.6 | -3.8 | -5 | -5 | -1 | -6
C[n+]1ccc(/C=N/Nc2nc(Cl)c(C#N)c(Cl)c2Cl)cc1 | -5 | 5 | 27 | 3 | -4.7 | -5.4 | 34 | . | -1 | 2
O=C(O)CCC(=O)Nc1ccc(NC(=O)c2ccc(Cl)cc2Cl)c(Cl)c1 | 0 | -1 | 17 | 1 | 1.6 | -2.9 | -1 | -9 | 0 | 0
CC(=O)Nc1nc(C)c(C(C)=O)s1 | 8 | 9 | 6 | -1 | -0.5 | -0.9 | 20 | 0 | -3 | -3

Screening data (PubChem)
